# Assay outcomes (PubChem BioAssay)
# OX1R antag: blocks the human orexin 1 receptor | O43613 | CHO/OX1R cells, Fluo-8 calcium fluorescence, orexin A | inhibition, % at 5 µM | 330,000 tested, 0.43% active;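 active means inhibition above its plate's threshold, mean inhibition of all tested compounds on the plate plus 3 SD, cut at about 37% in these data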;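 further: 0% = orexin A challenge wells and 100% = SB-334867-A antagonist wells; not every result past the cut was called active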
# Target sequence (O43613 whole entry, looked up): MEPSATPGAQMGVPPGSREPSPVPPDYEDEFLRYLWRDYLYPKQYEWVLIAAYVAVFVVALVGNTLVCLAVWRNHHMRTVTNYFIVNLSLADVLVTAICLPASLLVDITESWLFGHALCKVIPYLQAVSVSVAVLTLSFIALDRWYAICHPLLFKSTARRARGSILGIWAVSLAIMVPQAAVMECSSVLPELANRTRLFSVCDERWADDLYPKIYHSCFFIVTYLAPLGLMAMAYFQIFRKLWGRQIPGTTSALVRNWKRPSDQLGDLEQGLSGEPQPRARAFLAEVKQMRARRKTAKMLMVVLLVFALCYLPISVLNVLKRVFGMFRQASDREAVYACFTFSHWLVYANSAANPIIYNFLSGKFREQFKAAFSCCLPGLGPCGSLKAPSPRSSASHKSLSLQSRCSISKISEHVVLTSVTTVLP
# CHT allo act: allosterically activates the human high affinity choline transporter; Q9GZV3; 310,000 tested, 0.49% active; CHT-expressing cells, membrane potential dye, choline EC20; hits give high values; LV-AA mutant CHT in HEK293 cells; B-score at 10 µM;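 active means initial fluorescence not abnormally high and integrated response B-score, plate-corrected, over 3 SD above library mean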
# Target sequence (Q9GZV3 whole entry, looked up): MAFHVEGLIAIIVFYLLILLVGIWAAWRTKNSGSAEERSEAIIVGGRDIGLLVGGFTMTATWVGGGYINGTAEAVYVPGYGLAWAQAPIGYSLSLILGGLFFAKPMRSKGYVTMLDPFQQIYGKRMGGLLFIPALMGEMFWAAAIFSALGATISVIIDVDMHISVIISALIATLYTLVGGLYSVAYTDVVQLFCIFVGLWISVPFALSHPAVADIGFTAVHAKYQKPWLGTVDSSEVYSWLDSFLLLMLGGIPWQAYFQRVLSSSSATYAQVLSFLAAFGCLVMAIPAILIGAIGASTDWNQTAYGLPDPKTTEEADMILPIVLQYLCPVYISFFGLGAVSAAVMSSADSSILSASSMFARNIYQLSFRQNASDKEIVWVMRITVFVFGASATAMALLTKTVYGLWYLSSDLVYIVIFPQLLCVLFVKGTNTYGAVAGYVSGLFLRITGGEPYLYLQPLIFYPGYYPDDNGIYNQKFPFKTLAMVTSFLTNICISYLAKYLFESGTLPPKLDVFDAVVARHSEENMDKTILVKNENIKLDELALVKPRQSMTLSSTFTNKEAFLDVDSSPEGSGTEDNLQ
# * marks the source's active call; other numbers are inactive results; i = inactive; . = no result given.
SMILES,OX1R antag,CHT allo act
Cc1ccc(C2NC(=O)c3c(sc4c3CCN(C)C4)N2)s1 (centres undefined),-4,i
COc1ccccc1NCCC(=O)OCC(=O)NC1CC1,-9,i
COc1ccc(CNC(=O)[C@H](C)NC(=O)C2CC(=O)N(c3ccc4c(c3)OCO4)C2)cc1 (some centres undefined),-11,i
CCOC(=O)[C@@H]1[C@H]2COc3ccccc3[C@@H]2N2C(=O)N(c3cccc(Cl)c3)C(=O)[C@]12C,-38,i
O=C(OCC1CC(c2ccccc2)=NO1)c1ccc(Cl)cc1 (centres undefined),-22,i
O/N=C/c1cc(Br)ccc1OCc1ccc(F)cc1,-31,i
O=C(NCc1ccco1)c1ccc(S(=O)(=O)c2cccc(S(=O)(=O)N3CCOCC3)c2)cc1,-32,i
N#Cc1ccc(C(=O)NC(=S)NC2CCCCC2)cc1,-11,.
Cc1ccc2cc3cc(C(=O)NC4CC4)oc3nc2c1,-10,i
O=C(NCc1ccc2c(c1)OCO2)C1CC(=O)N(c2ccc(O)cc2)C1 (centres undefined),7,i

# Ordered by length of the SMILES (highest first): 7 of the compounds above.
SMILES,OX1R antag,CHT allo act
CCOC(=O)[C@@H]1[C@H]2COc3ccccc3[C@@H]2N2C(=O)N(c3cccc(Cl)c3)C(=O)[C@]12C,-38,i
COc1ccc(CNC(=O)[C@H](C)NC(=O)C2CC(=O)N(c3ccc4c(c3)OCO4)C2)cc1 (some centres undefined),-11,i
O=C(NCc1ccco1)c1ccc(S(=O)(=O)c2cccc(S(=O)(=O)N3CCOCC3)c2)cc1,-32,i
Cc1ccc(C2NC(=O)c3c(sc4c3CCN(C)C4)N2)s1 (centres undefined),-4,i
O=C(OCC1CC(c2ccccc2)=NO1)c1ccc(Cl)cc1 (centres undefined),-22,i
Cc1ccc2cc3cc(C(=O)NC4CC4)oc3nc2c1,-10,i
COc1ccccc1NCCC(=O)OCC(=O)NC1CC1,-9,i

# New compounds follow.
SMILES,OX1R antag,CHT allo act
CN(C)CCCOC(=O)c1sc2ccccc2c1Cl,-29,i
COc1cc(C(=O)NCCCNc2nc3cc(C)c(C)cc3cc2C#N)cc(OC)c1OC,-22,i
O=C(NC1CCN(C(=O)Nc2ccccc2Cl)CC1)c1cccc(F)c1,-27,i
CN(Cc1ccco1)C(=O)C1CCC(=O)N1Cc1ccc(F)cc1 (centres undefined),-15,i
COc1ccc(S(=O)(=O)Nc2cc3c4c(c2)CCN4C(=O)CC3)cc1,-12,i
CCOC(=O)NCc1ccc(S(=O)(=O)Nc2c(C)cccc2C)cc1,-1,i
CC(NC(=O)Cn1ncc(Cl)c(Cl)c1=O)C12CC3CC(CC(C3)C1)C2 (centres undefined),26,i
Cc1ccc(C(=O)CSc2nnc(-c3c[nH]c4ccccc34)o2)cc1,-16,i
COc1ccc(N(CC(=O)Nc2ccccc2F)S(=O)(=O)c2ccc(OC)c(OC)c2)cc1,-19,i
O=C(Nc1ccc(Br)cc1)C1CC(c2c(F)cccc2Cl)=NO1 (centres undefined),4,i
O=C(NCC1CC1)Nc1cccc(C(F)(F)F)c1,.,i
CCOC(=O)N1CCN(C(=O)c2c[nH]c3ccc(S(=O)(=O)N(C)c4ccc(F)cc4)cc3c2=O)CC1,-9,i
CC(C)(C)N(Cc1ccccc1)C(=O)CN1C(=O)c2ccccc2S1(=O)=O,-19,.
O=C(Nc1ncc(Cc2cccc(Cl)c2)s1)C1=NCCN1,13,i
O=c1c2c(-c3ccc([N+](=O)[O-])cc3)csc2nc2n1CCCCC2,-15,i
Cc1ccc2nc(N3CCN(C(=O)c4ccco4)CC3)c3nncn3c2c1,0,i
CCCCN(C(=O)C1=NN(c2cc(C)ccc2C)C(=O)CC1)c1c(N)n(CCC)c(=O)[nH]c1=O,-28,.
COc1ccc(NC(=O)c2nn(C)c3c2CS(=O)(=O)c2ccccc2-3)cc1,-28,i
COc1ccc(-c2nc(CN(CC3CCC(=O)N3)C(C)C)c(C)o2)c(C)c1C (centres undefined),-27,i
Cc1cc(C)c2c(=O)n(CC(=O)Nc3ccc(Br)c(C)c3)sc2n1,-5,i
O=C(/C=C/c1ccc(F)cc1)NC(=S)N1CCCCC1c1cccnc1 (centres undefined),-21,i
CN(C)c1ccc(CNCCC(Cc2ccccc2)c2ccco2)cc1 (centres undefined),-13,i
O=[N+]([O-])c1cccc(/C([O-])=C(/C(=S)Nc2ccccc2)[n+]2ccccc2)c1,-8,i
O=C(OCCN1CCOCC1)c1cccs1,-4,i
CO/N=C/CC(=O)Nc1ccc(F)cc1F,-16,i
O=C1c2nc3ccccn3c2C(=O)N1Cc1ccccc1,11,i
COC(=O)C(NNc1ccccc1)(NC(=O)c1cccc(F)c1)C(F)(F)F (centres undefined),5,i
CC1CCCCN1S(=O)(=O)Cc1ccccc1Cl (centres undefined),.,i
c1ccc2ccccc2c1,-6,.
Cc1ccc(Cn2ccc(NC(=O)c3nc4ncccn4n3)n2)cc1,-11,i
CCS(=O)(=O)Nc1ccc(C2=NN(C(=O)c3ccco3)C(c3ccc(Cl)o3)C2)cc1 (centres undefined),-28,.
Cc1ccccc1C(C(=O)NC1CCCC1)N(C(=O)CNC(=O)c1ccco1)c1cccnc1 (centres undefined),-18,i
CCCOc1ccc(C(C)(O)CN2CCOCC2)cc1 (centres undefined),5,i
CCNc1nc(NCC)n2c(SCC(=O)Nc3ccc(NC(C)=O)cc3)nnc2n1,-14,i
COc1ccc(OC)c(-c2nnc3n2N=C(c2ccc(OC)c(OC)c2)CS3)c1,3,.
Nc1cc(=O)[nH]c(=S)n1-c1cccc(C(F)(F)F)c1,-11,i
C/C(=N\NC(N)=O)c1cc(Cl)cc(Cl)c1O,-11,i
O=C(O)CCSc1ncnc2sc(-c3ccccc3)cc12,-23,i
O=C(CCN1C(=O)c2ccccc2S1(=O)=O)Nc1cccc(F)c1,-15,i
Cc1ccc(NC(=O)c2ccsc2)cc1NS(C)(=O)=O,-9,i
O=[N+]([O-])c1cccc(CP(=O)(c2ccccc2)c2ccccc2)c1,-19,.
Cc1nc2ncnn2c(N2CCN(C(c3ccccc3)c3ccccc3)CC2)c1C,-5,i
COc1cc2c(cc1NC(=O)C(C)OC(=O)/C=C/c1ccc(OC(F)F)cc1)oc1ccccc12 (centres undefined),-21,i
Cc1ccccc1C(=O)Nc1nnc(SC(C)C)s1,-13,i
O=C1CC(c2ccc(S(=O)(=O)NC3CC3)cc2)CN1 (centres undefined),-9,i
CCOc1ccc(N2C(=O)CC(Sc3ccccc3C(=O)O)C2=O)c([N+](=O)[O-])c1 (centres undefined),-13,i
CCN(CC)S(=O)(=O)c1ccc(OC)c(NC(=O)COc2ccc3c(C)cc(=O)oc3c2)c1,-3,i
COc1cc(/C=N/NC(=O)C2CCN(CC(O)COCc3ccccc3)CC2)ccc1O (centres undefined),-5,i
CCC1CCCCN1S(=O)(=O)c1ccc(S(=O)(=O)N(Cc2cccs2)C2CC2)cc1 (centres undefined),54*,i
O=C(O)COc1ccc(S(=O)(=O)c2ccc(OCC(=O)O)cc2)cc1,-7,i

# 3 compounds already listed, ordered by their value in OX1R antag, descending:
Molecule	OX1R antag
CCC1CCCCN1S(=O)(=O)c1ccc(S(=O)(=O)N(Cc2cccs2)C2CC2)cc1 (centres undefined)	54*
COc1cc(/C=N/NC(=O)C2CCN(CC(O)COCc3ccccc3)CC2)ccc1O (centres undefined)	-5
O=C(O)COc1ccc(S(=O)(=O)c2ccc(OCC(=O)O)cc2)cc1	-7

# More entries
SMILES,OX1R antag,CHT allo act
Cc1cc(=O)oc2ccc(OCc3ccccc3)cc12,-20,i
CCN1CCCC1CN(Cc1cc2ccc(C)c(C)c2[nH]c1=O)C(=O)Nc1ccccc1OC (centres undefined),-32,i
Cc1ccc(NC(=O)c2ccc(-c3nn(C)c(=O)c4ccccc34)cc2)cc1,-32,i
O=C(CCCCCNC(=O)c1ccccc1)C[N+](=O)[O-],-11,i
COc1ccc(OCCCC(=O)Oc2ccc(OC)cc2)cc1,-14,i
Cc1cc(NC(=O)C(C)SCC(=O)OCC(=O)Nc2c(C)cccc2C(C)C)no1 (centres undefined),17,.
O=C(CN1CCCCC1)Nc1ccccc1,17,i
CCCC[C@@H]1CNCCN1CCc1cccc2ccccc12,-27,i
CCO[C@H]1OC(C(=O)NCc2nc3ccccc3[nH]2)=C[C@@H](c2cn(C(C)=O)c3ccccc23)[C@@H]1CCCO,-8,i
O=C(CCC1CCCC1)N1CCN(S(=O)(=O)Cc2ccccc2)CC1,-10,i
O=C(C1CCCN(Cc2ccccc2C(F)(F)F)C1)N1CCCCC1 (centres undefined),-24,i
Cc1nnc(NCc2ccco2)c2ccccc12,-13,i
O=C(Cc1coc2ccc3ccccc3c12)N1CCc2ccccc21,-13,i
NC(=O)[C@@H]1CCCCNc2c(F)cc([N+](=O)[O-])cc2C(=O)N[C@@H](CC(=O)O)C(=O)NCC(=O)N1,-15,i
CCOC(=O)c1c(NC(=O)Cn2cnc([N+](=O)[O-])n2)sc2c1CCCC2,-27,i
CCOC(=O)c1sc2cc([N+](=O)[O-])cc(SCCO)c2c1N,14,i
CCN(CC)CCN(C(=O)c1ccc(S(=O)(=O)N2CCCCC2)cc1)c1nc2cc3c(cc2s1)OCO3,-4,i
CCOC(=O)C1=C(C)NC(C)=C(C(=O)OCC)C1C(=O)OCC(=O)NCCc1ccccc1,-22,.
CCN(CC)C(=O)C1CCCN(Cc2ccc(F)c(F)c2)C1 (centres undefined),-24,i
COc1ccccc1CNc1ccc(N2CCCCC2)cc1,-11,i
CC(C)C(=O)Nc1cc2c(cc1C(=O)c1ccccc1)OCCO2,-23,i
CCOc1cc(C(=S)N2CCCC2)ccc1OC,5,i
O=C(CN1C(=O)C2CC=CCC2C1=O)Nc1ccc(S(=O)(=O)Nc2nccs2)cc1 (centres undefined),-9,i
O=C(c1ccc(CS(=O)c2ccccc2Cl)o1)N1CCCCCC1 (centres undefined),-15,i
CCOc1cc(CNc2ccccc2)cc(Br)c1OCc1ccccc1F,4,i
COc1ccc(-c2ccc(-c3cc(=O)oc4cc(OC)c(OC)c(OC)c34)cc2)cc1OC,23,.
CC(C)CCNC(=O)C1CC(c2cccc(F)c2)=NO1 (centres undefined),-19,i
CCNC(=O)N1CCN(S(=O)(=O)c2ccc3c(c2)OCCCO3)CC1,10,.
COc1ccc(CNC(=O)c2ccc(=O)oc2)cc1OC,2,i
CC(C)CC(=O)N=Nc1c(O)[nH]c2ccccc12,-10,i
CCOC(=O)c1ccc(NC(=S)N(CCCN2CCN(C)CC2)Cc2cccs2)cc1,-2,i
O=C(Nc1cc(Cl)ccc1N1CCCCC1)c1cccs1,-14,i
CC1(C)C2CCC1(C)C1(C2)NC(=O)c2ccccc2O1 (centres undefined),-9,i
Cc1ccc(S(=O)(=O)N2C[C@@H]3[C@H]4CC[C@H](C4)[C@@H]3[C@@H](C)[C@H]2c2ccn(Cc3ccccc3)c2)cc1,16,.
C[C@]1(C(=O)NCCc2c[nH]c3ccccc23)C=C[C@@H](Cc2ccccc2)N1C(=O)c1ccccc1,-18,i
O=C(NCCCN1CCOCC1)NC1CCCCC1,-9,i
COc1cccc(-c2csc(N3CCN(S(=O)(=O)c4ccc(F)cc4)CC3)n2)c1,1,i
Nc1ccc2nc(-c3cc(Cl)c(N)c(Cl)c3)[nH]c2c1,-12,i
CSc1nc(-c2ccc(Cl)cc2)c(C#N)c(=O)n1C,-20,i
Cc1csc(NC(=O)c2ccccc2O)n1,-7,i

# In the list so far, 4 have a CF3 group.
SMILES,OX1R antag,CHT allo act
O=C(NCC1CC1)Nc1cccc(C(F)(F)F)c1,.,i
COC(=O)C(NNc1ccccc1)(NC(=O)c1cccc(F)c1)C(F)(F)F (centres undefined),5,i
Nc1cc(=O)[nH]c(=S)n1-c1cccc(C(F)(F)F)c1,-11,i
O=C(C1CCCN(Cc2ccccc2C(F)(F)F)C1)N1CCCCC1 (centres undefined),-24,i

# Going on with the list:
SMILES,OX1R antag,CHT allo act
O=C(Nc1nc2ccccc2[nH]1)c1ccc(Cl)c([N+](=O)[O-])c1,-18,i
Cc1cc(C)cc(NC(=O)c2ccc(CN3CCc4ccccc4C3)cc2)c1,-28,i
O=C(Cc1ccc(NS(=O)(=O)c2cccc(C(F)(F)F)c2)cc1)NCCN1CCOCC1,-7,i
Cn1c(=O)[nH]c(=O)c2c1nc(SCCCO)n2CCCc1ccccc1,-16,i
COc1ccc(C(=O)Nc2nccs2)cc1[N+](=O)[O-],6,i
NC(=O)C1CCN(c2nc(-c3cccnc3)cs2)CC1,-16,.
COc1ccc(CCNC(=O)Cc2cc(OCc3ccccc3)c(OC)cc2[N+](=O)[O-])cc1OC,-17,i
O=C(O)C1CC(O)CN1C(=O)c1ccco1 (centres undefined),-13,i
O=C(NCC1CC1)c1ccc2c3n(nc2c1)-c1ccc(Cl)cc1CO3,-21,i
CCO[C@@H]1OC(C(=O)NCc2nc3ccccc3[nH]2)=C[C@H](c2coc3ccccc3c2=O)[C@H]1CCCO,-17,i
COCC1CCN(C(=O)c2cc(COc3cncc(Cl)c3)on2)C1 (centres undefined),-7,i
COc1ccc(OCc2cc(C(=O)N3CCCC3)no2)c2ccccc12,0,i
Cc1ccccc1NC(=O)C(=O)N/N=C/c1cccc(Br)c1,-29,i
O=C(C1CCCCC1)N1CCN=C1SCc1cccnc1,-19,i
O=C(CN1C(=O)NC2(CCCCCC2)C1=O)N1CCN(c2ccccc2)CC1,-5,.
O=C(Cn1cnc2ccccc21)Nc1cc(C(F)(F)F)ccc1N1CCOCC1,-29,i
CCCC(=O)Nc1ccc(C=C(C(C)=O)C(C)=O)cc1,3,i
CCOc1cc(N2CCOCC2)c(OCC)cc1NC(=O)C(C)(C)C,-7,i
C=CCNC(=O)Nc1ccc(Cl)cn1,-15,i
CC(C)CN1CCC(=O)N(CCN=[N+]=[N-])CC1,4,i
CCOc1cc(CNn2cn[nH]c2=S)cc(Cl)c1OCc1ccccc1F,-7,i
CCOc1ccc2oc(C(=O)N(CC)CC(=O)Nc3ccc(NC(C)=O)cc3)c(C)c2c1,-4,.
Cc1cc(C)c[n+](C[n+]2cc(C)cc(C)c2)c1,-17,i
